# HTR5A ag: HTR5A agonists in luminescence cell assay, primary screen, counter-screen for OPRM1-OPRD1 heterodimer agonist project, full-deck HTS | cell-based | 340,000 compounds, 0.61% hits | AID 504692, 2011 | activation, % at 9.3 µM; in the data active = activation mostly above about 9.5%, no sharp cut-off; inactive = mostly below about 7.6%;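 also: 0% = cells with vehicle only and 100% = reference agonist; strong numbers were not always called active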
# Tat export inh: E. coli Tat export inhibitors, primary screen, MC4100, TorA-mCherry reporter, fluorescence, single point. inhibition, % at 10 µM. AID 488895, 2010. 340,000 compounds, 0.036% hits;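 active = mean replicate inhibition at least 50% and at least half of replicates individually reaching 50%; inconclusive = only one of the two criteria met; inactive = neither criterion met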;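 also: exported cargo escapes ClpAP degradation while cytoplasmic cargo is degraded and loses fluorescence; 0% = median of neutral control wells and 100% = median of NaSCN control wells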
# AddAB inh: growth inhibition of E. coli expressing H. pylori AddAB, primary screen, AddAB inhibitor project, absorbance; 330,000 compounds, 0.29% hits; AID 435030, 2010; inhibition, % at 11.9 µM; in the data active = inhibition above about 12%;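 also: 0% = vehicle wells of infected cells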
# DAGLB inhibitor: DAGLB lipase inhibitors, primary screen, biochemical, fluorescence, HTS. HEK293T DAGLB membrane lysate, EnzChek fluorogenic substrate. inhibition, % at 5.17 µM. AID 504411, 2011. Diacylglycerol lipase-beta (Homo sapiens), Q8NCG7. 340,000 compounds, 0.059% hits; in the data active = inhibition above about 34%;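 also: 0% = enzyme with vehicle and 100% = wells lacking enzyme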
# Target sequence (Q8NCG7 whole entry, looked up): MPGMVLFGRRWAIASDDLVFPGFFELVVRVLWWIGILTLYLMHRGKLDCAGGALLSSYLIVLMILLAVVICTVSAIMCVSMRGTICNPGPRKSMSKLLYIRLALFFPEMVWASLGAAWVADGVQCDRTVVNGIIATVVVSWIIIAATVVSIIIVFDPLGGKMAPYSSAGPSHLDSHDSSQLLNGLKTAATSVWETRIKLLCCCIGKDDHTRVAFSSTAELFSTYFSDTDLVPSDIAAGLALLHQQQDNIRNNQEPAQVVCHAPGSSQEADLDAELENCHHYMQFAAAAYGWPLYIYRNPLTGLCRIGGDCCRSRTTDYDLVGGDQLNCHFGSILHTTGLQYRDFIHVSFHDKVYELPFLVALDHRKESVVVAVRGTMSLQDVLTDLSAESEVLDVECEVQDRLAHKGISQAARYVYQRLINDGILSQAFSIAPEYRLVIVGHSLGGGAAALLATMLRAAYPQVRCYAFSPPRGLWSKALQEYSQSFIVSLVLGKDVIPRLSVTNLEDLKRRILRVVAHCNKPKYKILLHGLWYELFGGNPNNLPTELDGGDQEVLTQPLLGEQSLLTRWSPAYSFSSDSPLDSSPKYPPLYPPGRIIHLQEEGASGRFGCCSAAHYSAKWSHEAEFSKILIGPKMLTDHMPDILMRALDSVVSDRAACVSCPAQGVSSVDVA
# SUMO Mot1 rescue: yeast Mot1-301 growth rescue at high temperature, primary screen, SUMOylation pathway inhibitor project, S. cerevisiae, ATP luminescence, 38.5C. S. cerevisiae Mot1-301 growth rescue; percent above DMSO median, 100 means doubled. growth rescue, % at 18.8 µM. 320,000 compounds, 1% hits. AID 2716, 2010;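 active = every valid replicate shows activation above 250% relative to neutral control wells; inactive = the rest, any valid replicate at or below 250%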;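 also: OY570 slx delta 5 strain wells were the positive control but not used for scaling; some compounds called inactive have numbers as strong as hits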
# E coli growth: E. coli V3065 growth inhibition, primary screen, counter-screen for AddAB inhibitor project, absorbance, OD600 | 18 h | 330,000 compounds, 0.27% hits | inhibition, % at 11.9 µM | AID 449728, 2010;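 active = inhibition above the campaign's mean inhibition across all tested compounds plus 3 SD, cut at about 9.9% in these data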;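 also: uninfected addAB+ strain grown without phage in ampicillin broth; 0% = DMSO wells and 100% = ciprofloxacin 0.95 µg/ml wells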
# HTR5A inv ag: HTR5A inverse agonists in luminescence cell assay, primary screen, counter-screen for OPRM1-OPRD1 heterodimer inverse agonist project, full-deck HTS | 5-hydroxytryptamine receptor 5A (Homo sapiens), P47898 | HTR5A cell line, inverse agonism | inhibition, % at 9.3 µM | 340,000 compounds, 0.083% hits | AID 504634, 2011; in the data active = inhibition mostly above about 23%, no sharp cut-off; inactive = mostly below about 18%;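 also: 0% = cells with DMSO and 100% = no-cell wells with DMSO; some compounds called inactive have numbers as strong as hits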
# CDK5 inh: inhibitors of human CDK5/p35 kinase, primary screen, biochemical, single concentration; inhibition, % at 10 µM; 330,000 compounds, 0.01% hits; Recombinant CDK5/p35, ADP-Glo luminescence, 60 min;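 active = highest replicate inhibition of at least 50% and at least 75% of replicates reaching 50%; inconclusive = only one of the two criteria met; inactive = both criteria failed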;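 also: plate controls were DMSO neutral control for no effect and GW8510 at 10 µM for full effect; many of its hits are not listed in these tables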
# PKA-R2B activ: activators of PKA-R2B holoenzyme, primary screen, biochemical, fluorescence polarization, Cy5-IP20, human; cAMP-dependent protein kinase catalytic subunit beta (Homo sapiens) + cAMP-dependent …; PKA-R2B holoenzyme dissociation; R2B truncated from residue 108, S112A mutant; 0% DMSO only, 100% 113 µM cGMP; activation, % at 11.4 µM; 340,000 compounds, 0.079% hits; AID 504700, 2011;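 active = activation above a cutoff set at the mean over all compounds plus 3 SD, cut at about 18% in these data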;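 also: higher means more holoenzyme dissociation and a rise in polarization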
# Target sequence (P31323 whole entry, looked up, other chains not shown, the tested form may be a part): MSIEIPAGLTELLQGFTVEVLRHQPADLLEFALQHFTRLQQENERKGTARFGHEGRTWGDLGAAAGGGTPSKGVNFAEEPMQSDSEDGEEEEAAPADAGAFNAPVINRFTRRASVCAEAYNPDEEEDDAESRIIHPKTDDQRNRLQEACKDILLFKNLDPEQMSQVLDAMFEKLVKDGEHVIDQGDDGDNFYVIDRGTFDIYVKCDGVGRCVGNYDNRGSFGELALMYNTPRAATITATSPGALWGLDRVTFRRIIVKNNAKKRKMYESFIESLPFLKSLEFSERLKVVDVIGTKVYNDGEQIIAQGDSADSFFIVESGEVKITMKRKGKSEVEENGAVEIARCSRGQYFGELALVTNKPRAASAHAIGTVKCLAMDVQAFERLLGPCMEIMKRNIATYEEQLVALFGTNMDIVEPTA
# phage Ecoli inh: growth loss of phage-infected E. coli, primary screen, RecBCD inhibitor project, absorbance, with phage, HTS. inhibition, % at 11.9 µM. 360,000 compounds, 0.26% hits. AID 651602, 2012; in the data active = inhibition above about 11%
# PKA-R1A act: activators of PKA-R1A holoenzyme, primary screen, biochemical, fluorescence polarization, Cy5-IP20, bovine R1A, mouse PKAc; cAMP-dependent protein kinase type I-alpha regulatory subunit (Bos taurus) + …; PKA-R1A dissociation; scaled: DMSO 0%, 113 µM cGMP 100%; activation, % at 11.4 µM; 340,000 compounds, 0.083% hits; AID 504707, 2011;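 active = percent activation above the mean of all tested compounds plus 3 SD, cut at about 19% in these data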;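 also: higher means more PKAc released from R1A so a rise in polarization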
# * hit, by the source's call; ? = inconclusive; . = not tested or not shown.
Structure	HTR5A ag	Tat export inh	AddAB inh	DAGLB inhibitor	SUMO Mot1 rescue	E coli growth	HTR5A inv ag	CDK5 inh	PKA-R2B activ	phage Ecoli inh	PKA-R1A act
COc1ccc(F)cc1CN1CCN(CC(=O)N2CCc3ccccc32)CC1	4	5	4.4	2	105	-0.4	-13	0.7	8	1.7	6
COc1ccccc1NC(=S)NNC(=O)c1ccc(Cl)cc1Cl	-7	1	1.3	3	4	0.7	4	2.4	-1	2.3	-8
COc1ccc(S(=O)(=O)N2CCOCC2)cc1NS(=O)(=O)/C=C/c1ccccc1	2	0	2.0	-2	170	-1.5	-6	2.5	13	0.9	-2
COc1ccccc1NS(=O)(=O)c1cc(NC(=O)c2ccc(NC(C)=O)cc2)ccc1N1CCOCC1	3	7	.	0	.	.	0	-1.0	-8	2.9	3
COc1ccc(NC(=O)CNC(=O)Cn2cnc3sc(C)c(C)c3c2=O)cc1OC	-4	0	3.2	0	-14	0.2	8	1.4	-5	0.5	-5
Cc1cccc(C(=O)NC(=S)NCc2ccccc2)c1	8	6	0.6	-13	12	-2.2	-20	-0.6	1	0.8	10
CCCC(=O)NC(=S)Nc1ccc(Cl)cn1	7	-15	3.4	-3	-24	0.0	-33	-2.2	-5	2.4	-1
CCOC(=O)c1cc2n(n1)C(C(F)(F)F)CC(C)N2 (stereo not drawn)	-7	-5	2.3	0	7	1.1	17	1.6	-7	1.5	-4
CCC(=O)NC(=S)Nc1ccc(S(=O)(=O)NC(C)=O)cc1	-5	-1	1.9	-1	2	-2.6	13	-1.0	-1	0.2	-4
O=C(COC(=O)c1n[nH]c2ccccc12)NCCc1ccccc1	1	0	1.3	0	-15	0.7	-5	-0.8	4	3.2	-7
CC(C)NC(=O)CSc1nc(Cc2ccccc2)nc2ccccc12	5	1	3.3	-1	-6	-1.0	-17	3.6	-3	2.5	-7
Cc1c(C(=O)NCc2ccccn2)oc2ccc(S(=O)(=O)N3CCC4(CC3)OCCO4)cc12	-1	-2	1.7	-3	244	-1.6	3	0.2	0	3.8	3
O=C1NCCCCC1NS(=O)(=O)c1ccc(F)c(F)c1 (stereo not drawn)	-3	-2	0.7	-2	-7	-0.4	-5	1.7	-12	3.1	-5
O=C(CSc1ccc2ccccc2c1)Nn1cnnc1	3	-8	2.2	-3	0	-0.1	15	2.3	6	-0.3	7
COC(=O)c1cccc(NC(=O)CSc2nnc(C)o2)c1	4	-7	2.3	2	74	0.8	-12	-6.0	-6	3.4	-1
c1ccc(-c2noc(CSc3nc4ccccc4o3)n2)cc1	2	1	-0.6	-13	1	-1.1	-6	-0.6	0	4.3	-5
Cn1c(C(=O)OCC(=O)NCC2CCCO2)cc2sccc21 (stereo not drawn)	3	?	1.9	0	-1	2.7	17	0.3	7	-0.9	-5
CCOc1ccc(NC(=O)CSc2nncc(=O)[nH]2)cc1	2	0	1.7	0	166	-3.7	-6	0.5	-2	0.5	-4
Cc1ccc(S(=O)(=O)NC(=S)c2ccccc2)cc1	4	4	5.5	3	-6	-1.1	-13	-1.6	1	3.2	-12
COc1cccc(C(=O)CSc2nc3ccccc3n2CC(=O)N2CCOCC2)c1	.	-3	3.0	-3	0	1.0	.	1.0	-9	1.8	-15
O=S1(=O)CCC(NS(=O)(=O)c2ccc3ccccc3c2)C1 (stereo not drawn)	0	15	3.3	2	-4	1.1	1	1.1	7	3.0	-2
O=C(Cc1ccc(S(=O)(=O)N2CCOCC2)s1)NCC(=O)Nc1ccccc1Br	2	-6	3.2	-3	-24	2.0	-4	0.1	-2	3.4	2
Cc1cc(C)cc(OCc2nnc(SCC(=O)N3CCN(c4ccccc4)CC3)o2)c1	7	24	2.9	2	11	-0.8	-53	-0.9	-3	1.2	1
Cc1ccc(C)c(NC(=O)CN(C)C(=O)c2cccc(N3C(=O)CCC3=O)c2)c1	0	5	0.8	2	-8	-0.1	19	-2.9	3	4.9	5
CCOC(=O)c1ccc(N2C(=O)CC(SCC(=O)Nc3ccc(S(N)(=O)=O)cc3)C2=O)cc1 (stereo not drawn)	-3	-5	3.4	-3	-22	-4.6	8	-0.5	4	1.9	-1
Cc1ccccc1CC(=O)Nc1ccc2c(c1)CCC2	0	1	1.8	-6	-10	-0.2	0	0.5	9	-1.5	3
Cc1cccc(S(=O)(=O)Nc2nc3ccccc3nc2OC(C)C)c1	5	-4	-1.1	4	22	-1.3	-19	0.1	-11	0.9	-3
CC(=O)c1cccc(NCC(=O)c2ccc(C)c([N+](=O)[O-])c2)c1	0	-7	0.2	0	-20	-4.3	1	0.2	0	-0.6	5
Cc1ccc(S(=O)(=O)NC(C)(C)CSc2nncn2N)cc1	1	-6	3.2	0	7	1.0	-2	-1.7	-2	0.6	-4
Cc1cc(OCC(=O)NCCCn2ccnc2)c2c(C)c(C)c(=O)oc2c1	8	8	2.9	1	330	3.0	-27	1.4	9	1.3	-1
CC(C)C(NC(=O)C12CC3CC(CC(C3)C1)C2)C(=O)N/N=C/C1=C(N2CCOCC2)C(=C\c2cccc([N+](=O)[O-])c2)/CC1 (stereo not drawn)	1	-5	5.9	0	-32	0.0	-8	.	2	6.4	-7
O=C1N=C(N2CCOCC2)S/C1=C\c1cccnc1	0	1	4.6	0	753*	-2.5	0	0.2	11	3.1	0
CCOC(=O)C[C@H]1c2cc(F)ccc2S(=O)(=O)N1C(C)(C)C	3	-1	-1.0	0	157	-1.5	-9	0.8	4	2.5	9
COc1cc(C(C(=O)NCc2ccccc2)N(Cc2ccco2)C(=O)c2cnccn2)cc(OC)c1OC (stereo not drawn)	-4	-3	5.4	-1	-4	0.5	10	0.6	-4	1.2	-2
CN(C(=O)c1ccc(NC(=O)Cc2ccc(NC(=O)C3CCCN(C(=O)c4ccccc4)C3)cc2)cc1)C1CCCC1 (stereo not drawn)	7	0	.	-5	.	.	-26	0.1	-5	-2.0	-11
O=C(N1CCOCC1)N1c2ccccc2CC(N2CCOCC2)c2ccccc21 (stereo not drawn)	0	-8	0.7	-1	13	1.3	19	0.1	2	-1.0	-5
O=C1C=C(NC2CCCCC2)CCC1	1	0	3.3	1	-21	0.3	-12	-1.5	-12	2.6	-5
Cn1c2ccccc2c2nnc(SCC(=O)Nc3cccc(O)c3)nc21	-2	-12	1.2	0	15	-1.8	8	1.6	-6	-2.7	-2
Cn1c(SCC(=O)c2ccccc2)nnc1-c1cnccn1	2	-1	-0.4	0	-16	1.8	-32	0.1	5	1.3	-8
O=C(O)c1ccccc1-c1ccccc1C(=O)NCCc1ccccc1	5	-4	0.4	-3	7	0.5	-2	-1.1	5	2.5	6
CC(=O)NC1CCC(=O)C=C1c1ccccc1 (stereo not drawn)	-2	3	.	-3	.	.	7	1.5	2	0.2	6
CCCCc1ccc(NC(=S)NCC2CCCO2)cc1 (stereo not drawn)	4	3	1.5	1	3	-0.7	-12	-1.6	-4	3.6	-5
Cn1c(CN2CCCC2)nc2cc(NC(=O)COc3ccccc3)ccc21	2	6	2.7	1	-23	-0.7	-2	-1.2	0	1.1	7
O=C1OC(c2cccc([N+](=O)[O-])c2)C2(CCCC2)C(=O)C12CCCCC2 (stereo not drawn)	1	7	0.3	-14	26	-1.4	6	0.9	10	0.1	-14
Cc1cc(C(=O)NCCN2CCOCC2)c2ccccc2n1	7	-11	2.2	2	-4	1.9	-24	0.8	-9	0.9	-6
Cc1cc(C)cc(N(CC(=O)NCC2CCCO2)S(=O)(=O)c2c(C)noc2C)c1 (stereo not drawn)	3	-5	-0.5	-3	-12	-2.3	-8	-5.0	-5	-0.8	11
CC(C)C(=O)Nc1ncc(Cc2ccc(Cl)cc2)s1	5	7	-2.4	-6	-5	-4.8	-13	1.7	-8	1.8	-2
CNC(=O)c1ccc(NC(=O)c2cccc(C(F)(F)F)c2)cc1	8	-7	1.4	-1	3	-0.4	-22	0.1	-4	2.8	-17
COc1ccc(C[C@@H]2CN3C(=NC[C@@H]3Cc3ccc(O)cc3)N2C[C@H](C)NC(=O)CCC2CCCCC2)cc1	2	-7	1.6	1	16	-0.9	3	0.2	8	.	-4
CC/C(=C(\c1ccc(O)cc1)c1ccc(OCCN(C)C)cc1)c1ccccc1	4	5	-1.6	4	132	-0.9	-13	-0.1	-5	2.7	-3

# Further structures follow:
Structure	HTR5A ag	Tat export inh	AddAB inh	DAGLB inhibitor	SUMO Mot1 rescue	E coli growth	HTR5A inv ag	CDK5 inh	PKA-R2B activ	phage Ecoli inh	PKA-R1A act
CN1C(=O)C(CC(=O)Nc2ccccc2)S/C1=N/c1nccs1 (stereo not drawn)	6	1	1.0	0	18	0.3	7	-1.5	-2	3.4	-2
N#CCC(=O)Nc1ccc(C(=O)OCC(=O)c2c[nH]c3ccccc23)cc1	1	1	-2.2	-3	-14	0.6	-5	1.2	1	3.3	-10
CN(C(=O)COc1ccc(C(C)(C)C)cc1)C1CCS(=O)(=O)C1 (stereo not drawn)	0	-1	0.9	-1	6	2.2	-1	-1.3	-4	2.0	-5
Cc1nnc2ccc(N3CCN(c4cccc(C(F)(F)F)c4)CC3)nn12	8	3	-2.0	7	11	-1.9	-23	-1.8	6	2.1	-3
Cc1nn(Cc2c(Cl)cccc2Cl)c(C)c1NC(=O)CCCn1nc(C)c([N+](=O)[O-])c1C	-1	6	2.6	-4	-11	2.0	-16	-0.5	2	2.0	3
Cc1ccc(C)c(NC(=O)C2C3C=CC(O3)C2C(=O)O)c1 (stereo not drawn)	0	-4	.	1	2	.	-1	0.0	3	-0.5	5
CCCCC(=NCCO)C1=C(O)C(C(=O)OC)C(C)(C)CC1=O (stereo not drawn)	5	-6	-0.7	1	14	1.9	6	-2.3	2	1.4	0
CC1(C)CC(=O)C2=C(C1)NC(=O)CC2c1ccccc1F (stereo not drawn)	-7	0	2.3	-2	62	-0.9	16	-0.8	2	0.5	6
Cc1cccc(C(=O)N2CCc3ccccc3C2)c1[N+](=O)[O-]	4	5	5.8	0	26	0.1	-10	0.7	-3	2.3	7
Cc1ccc(CCN2CC(C(=O)NCCCN(C)Cc3ccccc3)CC2=O)cc1 (stereo not drawn)	-5	2	1.7	-1	-10	-0.5	19	-0.5	-5	0.1	-1
C=CC[C@H](CC(=O)NCCO)C(=O)N[C@H](COC(=O)[C@@H](CC=C)CC(=O)OC(C)(C)C)Cc1c[nH]c2ccccc12	-6	7	1.2	-3	-12	-3.4	5	0.5	2	-1.1	0

# Assay outcomes: PubChem BioAssay, several laboratories
